P. falciparum M17LAP – P. falciparum M17LAP inhibitors, primary screen, biochemical, fluorogenic H-Leu-NHMec substrate, 1536-well (AID 1619) | hit rate 0.38% among 220,000 | recombinant M17LAP, H-Leu-NHMec fluorogenic kinetic assay; higher % means a stronger effect | inhibition, % at 30 µM; hits with a dose series show IC50 in µM;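 active = compound inhibiting the enzyme by more than half at any dose during confirmatory dose-response retesting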;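 note: plate controls were full reaction with DMSO carrier for no effect and no enzyme background for full effect; strong numbers were not always called active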
Insulin prom up – MIN6 insulin promoter up-regulation. MIN6 insulin promoter-GFP reporter, high-content imaging; active compounds read high. z-score at 5 µM. hit rate 0.3% among 190,000;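 active = z-score above 3 at 5 µM with at least 500 cells counted in the well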
b-catenin transl – alters nuclear translocation of beta-catenin in HeLa cells; immunofluorescence imaging; nuclear translocation activity, % at 5 µM; hit rate 0.3% among 190,000; AID 1665;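 active = nuclear translocation activity above 50% at 5 µM, with a well cell count of 50 or more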;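 note: per-cell ratio of nuclear to cytoplasmic median beta-catenin stain intensity; plate controls were DMSO negative control for no effect and GSK-3 inhibitor IX positive control for full effect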
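System: Human HeLa cells, endogenous beta-catenin | Compound dosing: 5 µM primary, 0.02–20 µM confirmation | Timing: 24 h compound exposure at 37°C, 5% CO2 | Measured by: Fluorescence imaging of beta-catenin antibody stain plus DAPI | Read-out basis: % activation of per-cell nuclear versus cytoplasmic median beta-catenin signal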
Autophagy HCS – modulators of autophagy | MEF GFP-LC3 puncta imaging; test concentration mostly 10 µM | hit rate 0.98% among 190,000 | calls only at 10 µM (by protocol);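 active = percentage of spot-positive cells more than 3 SD above its plate mean, without a fluorescence outlier flag or 80% toxicity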;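 note: spot-positive cell cutoff set from DMSO-treated cells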
P. falciparum M1AAP – P. falciparum M1AAP inhibitors, biochemical, fluorogenic H-Leu-NHMec substrate, 1536-well (AID 1445); inhibition, % at 30 µM, or IC50 in µM where a hit was titrated; hit rate 0.42% among 220,000; recombinant M1AAP, H-Leu-NHMec fluorogenic kinetic assay; higher % means a stronger effect;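 active = primary inhibition above the hit cutoff, then over 50% inhibition at one or more dose response concentrations, cut at about 23% in these data, passing the limit was not always enough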;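 note: plate controls were DMSO full reaction for no effect and no enzyme background for full effect; strong numbers were not always called active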
Dynein cargo inh – dynein cargo transport inhibition. 3617.4 mouse cells, GR-EGFP nuclear translocation imaging; test concentration mostly 20 µM; stimulated with dexamethasone, 1 µM; active compounds read low. z-score, hits read low. hit rate 0.47% among 220,000. AID 1381;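 active = plate z-score of nuclear minus cytoplasmic receptor signal below a set negative limit, without overly bright fluorescence or cell loss, cut at about -3.5 in these data, passing the limit was not always enough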;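 note: z-score of nuclear minus cytoplasmic ring GR-EGFP intensity difference per well; some compounds called inactive have numbers as strong as hits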
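Buffer or medium – tet-free medium with charcoal-stripped serum · Signal – automated 10x imaging of fixed Hoechst-stained cells · Also added – dexamethasone agonist, 1.0 µM final, for 30 min · Incubation – induction 48 h, compound 1 h, agonist 30 min · Read-out – GR-EGFP nuclear translocation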
ER stress rescue – protection against thapsigargin-triggered cell killing – 384-well, CSM14.1, ATP luminescence, primary screen (AID 1222); 190,000 tested, under 10 active; one-dose cellular ATP content (survival), % at 20 µM; EC50 in µM for titrated hits; CSM14.1 thapsigargin-induced death rescue, ATP luminescence; higher % means a stronger effect;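 active = EC50 below 50 µM in the dose-response confirmation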;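 note: death triggered by thapsigargin at about 15 µM added after 2 h compound pretreatment; cell ATP read after overnight thapsigargin exposure of roughly 18 to 22 hours; normalized against plate controls of thapsigargin alone and 5% DMSO vehicle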
K1F lysis inhibition – protection from phage-mediated lysis, alamar blue read-out – E. coli UTI89, K1F phage, bacterial capsule biogenesis inhibitors (AID 488966); E. coli UTI89 K1F phage lysis, alamar blue, 2 h; higher % means a stronger effect; inhibition, % at 100 µM; hits with a dose series show IC50 in µM; hit rate 0.02% among 340,000;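 active = phage lysis inhibition, versus mean bacterial control, above a set limit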;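 note: capsule biogenesis inhibitors block K1F phage lysis so surviving cells raise fluorescence; higher fluorescence means more inhibition of phage lysis; actives were called in the ten point dose series up to 300 µM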
MT stabilize HCS – microtubule stabilizers in HeLa cells; HeLa tubulin immunostaining HCS, 24 h; share of cells brighter than vehicle mean+2SD; % tubulin-high responders, % at 10 µM; hit rate 0.83% among 200,000;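 active = plate Z-score above 3 for both tubulin-high and condensed-nucleus cell shares, with cell loss under 80%, at 10 µM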;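 note: anti alpha tubulin signal scored within the nucleus-defined area of each cell; some results filed as inactive read as strong as hits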
Dynein cargo inh cytoplasmic EGFP – recorded beside Dynein cargo inh, whose call it bears; z-score; measured here: cytoplasmic GR-EGFP intensity; active compounds read high
Dynein cargo inh nuclear GR-EGFP – second read-out of Dynein cargo inh, no call of its own (marks repeat the call); z-score; measured here: nuclear GR-EGFP intensity;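 lower value marks the stronger effect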
Dynein cargo inh cell count – further read-out of Dynein cargo inh, marked with its call; z-score; measured here: cell count per field
Insulin prom up cell count – also measured in Insulin prom up; calls as there; cell count; measured here: cytotoxicity, nuclei count;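 total cells summed across four imaged fields per well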
b-catenin transl cell count 5 µM – further read-out of b-catenin transl, marked with its call; cell count; measured here: cell count, cytotoxicity flag
MT stabilize HCS Hoechst-high % – also measured in MT stabilize HCS; calls as there; % Hoechst-high responders; measured here: nuclear condensation Hoechst responders;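 share of cells brighter than vehicle mean plus two SD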
MT stabilize HCS cytotoxicity % – second read-out of MT stabilize HCS, no call of its own (marks repeat the call); toxicity, %; measured here: cytotoxicity by cell density;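 0% = mean cell density of plate MIN control wells and 100% = no cells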
Autophagy HCS cell loss 18 h – second read-out of Autophagy HCS, no call of its own (marks repeat the call); toxicity, %; measured here: cell loss, nuclei count;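 cell loss after 18 h compound exposure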
* = called active by the depositor; i = inactive; · = not tested or not shown; [ ] = dose if it differs, or a comment. Compounds as they come, and some 2.9% of all compounds hit somewhere here.

SMILES	P. falciparum M17LAP	Insulin prom up	Insulin prom up cell count	b-catenin transl	b-catenin transl cell count 5 µM	Autophagy HCS	Autophagy HCS cell loss 18 h	P. falciparum M1AAP	Dynein cargo inh	Dynein cargo inh cytoplasmic EGFP	Dynein cargo inh nuclear GR-EGFP	Dynein cargo inh cell count	ER stress rescue	K1F lysis inhibition	MT stabilize HCS	MT stabilize HCS Hoechst-high %	MT stabilize HCS cytotoxicity %
CCCCC1=CC2=CC(=O)C(C)(OC(=O)C3CCCC3)C(=O)C2=CO1 (stereo unspecified)	14.4%	0.48	720	17.4	1037	·	·	10.8%	0.414	-0.664	0.374	-0.0741	·	-2.6%	·	·	·
COc1ccc(/C=N/NC(=O)c2ccco2)cc1Cn1nc(C)cc1C	27.7%	0.62	1230	2.9	896	i	20.3	2.1%	1.18	-0.281	0.637	-0.577	-1.3%	-0.7%[50 µM]	4.4	1.1	3.0
COc1ccc2cc(C(=O)C3CCCN(C(=O)/C=C/c4ccccn4)C3)ccc2c1 (stereo unspecified)	1.8%	0.19	1587	0.7	1665	i	6.5	3.7%	-0.707	-0.271	-0.246	0.983	3.7%	-1.6%	2.2	2.0	7.6
COc1ccc(S(=O)(=O)NC(C)C(=O)Nc2ccccc2F)cc1 (stereo unspecified)	-3.5%	-0.4	1005	-8.6	991	i	-3.2	1.8%	0.453	-0.203	0.532	-0.537	2.5%	0.3%	4.8	2.4	7.5
CCNc1nc(NC(C)C)nc(N(C#N)C(C)C(=O)N(CC)CC)n1 (stereo unspecified)	3.3%	0.88	1021	0.3	1230	·	·	3.7%	0.238	-0.284	0.0773	0.676	·	·	·	·	·
CN(c1ccccc1)S(=O)(=O)c1cccc(C(=O)Nc2ncn[nH]2)c1	-7.8%	-0.79	1060	-0.7	1321	·	·	-9.1%	-0.245	-0.284	0.325	0.102	·	0.1%	·	·	·
Cc1ccc(C2C(C#N)=C(N)OC3=C2C(=O)CCC3)s1 (stereo unspecified)	·	0.05	1603	-1.7	1019	i	6.1	·	0.108	-0.253	0.493	-0.288	-0.6%	-2.2%	1.5	1.1	4.9
Cc1ccc(-n2nc(C(=O)O)nc2-c2ccccc2)cc1	39.1%	-0.32	882	·	·	i	-4.9	-6.9%	3.43	-0.198	1.59	-1.86	-0.7%	0.1%	1.8	1.2	6.7
CCOC(=O)N1CCN(C(=O)c2ccc(C)c(S(=O)(=O)Nc3cccc(C)c3C)c2)CC1	-6.8%	-1.04	1274	0.0	975	i	3.9	-3.8%	-0.0202	-0.243	0.331	-0.407	2.5%	2.4%	1.5	1.7	40.4
CCc1cc(=O)oc2cc(C)c(CN3CCCC(C)C3)c(O)c12 (stereo unspecified)	24.4%	-0.25	1204	·	·	i	-8.5	2.9%	-0.882	-0.263	-0.467	0.495	0.1%	1.9%	4.4	2.6	7.4
O=S(=O)(/N=C(/Nc1ccc(F)cc1F)c1ccc(Cl)cc1)c1ccccc1	1.2%	·	·	·	·	i	0.8	2.7%	0.415	-0.206	-0.0369	-0.574	-1.5%	2.0%	1.5	1.3	2.6
Cc1cc(C)cc(NC(=O)c2ccc([N+](=O)[O-])o2)c1	-1.1%	-1.07	930	3.7	951	i	19.2	0.8%	-0.909	-0.198	-0.481	0.664	-4.1%	·	2.9	2.5	5.8
O=C(O)CCCNc1cc(N2CCC3(CC2)OCCO3)c2noc3c2c1C(=O)c1ccccc1-3	38.0%	·	·	·	·	i	-7.3	7.1%	0.382	-0.26	0.495	0.479	0.9%	·	3.3	1.9	4.0
Oc1ccc(Cn2ccnc2)c2cccnc12	·	0.79	1519	0.4	970	i	12.3	·	-0.00776	-0.26	0.499	0.221	1.6%	-0.7%	2.0	1.6	3.8
CC1CCN(CCCCOc2ccc(C(=O)c3ccccc3)cc2)CC1	22.9%	-0.33	892	·	·	i	-4.9	-4.3%	0.161	-0.209	-0.207	-0.182	-3.8%	3.8%	0.9	1.7	7.4
CC(=O)Nc1cc(C(=O)N2CCc3ccccc3C2)ccc1Sc1ccc(F)cc1	-8.8%	-0.06	1160	0.8	491	i	8.1	2.7%	0.832	-0.139	0.809	-1.35	-1.0%	0.7%	2.3	2.5	3.4
O=C(Cn1c(O)c(N=NC(=O)c2ccncc2)c2ccccc21)Nc1ccccc1	-14.5%	·	·	1.8	1232	·	·	3.4%	0.829	-0.242	0.243	-0.239	·	-0.2%[50 µM]	·	·	·
Cc1ccc(C(=O)CSc2nnc(CNc3ccc(F)cc3)o2)cc1	4.8%	-0.79	1244	1.5	1077	i	-0.9	7.8%	-0.487	-0.333	-0.331	0.639	-1.0%	-1.0%	2.7	3.1	6.6
COC(=O)c1cccc(C23CC4(C2)[C@H](CN(Cc2ccc(-c5ccccc5)cc2)[C@@H]4c2ccccc2)C3c2ccc(C(F)(F)F)cc2)c1 (stereo partly specified)	-4.7%	0.31	974	0.1	1340	·	·	6.0%	-0.0307	-0.472	-0.0386	0.616	·	·	·	·	·
CC(=O)c1c(C)[nH]c(C(=O)OCc2nnc(-c3ccccc3)o2)c1C	12.3%	-0.1	1294	·	·	i	1.7	15.5%	-0.342	-0.0992	-0.802	-0.2	·	-2.0%	3.9	2.0	6.9
COC(=O)C1=C(C)NC(=O)NC1c1ccc(N2CCC(c3ccccc3)=N2)cc1 (stereo unspecified)	-4.6%	-0.11	1422	2.3	1066	i	6.2	6.1%	-0.681	-0.248	-0.207	0.766	2.8%	-0.2%	2.5	1.3	2.4
Cc1cccc(OCC(=O)Nc2ccccc2N2CCN(C(=O)C(C)C)CC2)c1C	1.4%	0.36	1305	·	·	i	6.3	-3.0%	-0.0678	0.188	0.249	0.281	-1.8%	0.4%	2.3	2.3	3.1
O=C1c2cccnc2C(=O)N1c1cccc(-c2nc3ccccc3o2)c1	-8.8%	-0.25	1363	-0.8	998	i	1.7	-9.4%	-0.884	-0.0382	-1.02	0.574	·	0.3%	3.7	1.3	0.4
Cc1[nH]nc2nc3c(c(OC(=O)c4ccccc4)c12)c(=O)n(C)c(=O)n3C	-5.9%	0.3	978	·	·	i	-2.1	-3.9%	-0.073	-0.237	0.178	0.144	-0.8%	·	2.7	3.6	7.1
Fc1ccccc1Sc1ccccc1CNC1=NCCN1	-2.7%	-0.78	1113	·	·	i	6.0	7.1%	3.91	0.0267	2.8	-2.78	-3.6%	0.3%	3.0	5.1	10.2
Cc1ccc(NC(=O)CSc2nnc(-c3ccncc3)n2N)cc1C	4.7%	0.52	1504	-0.3	887	i	3.3	1.3%	-0.122	-0.127	0.0873	-0.282	-0.1%	0.1%	2.9	1.7	5.2
CC1CC(C)(C)NC(=S)N1CC(=O)NCc1ccc2c(c1)OCO2 (stereo unspecified)	-6.5%	0.87	1272	1.2	1061	i	14.1	-1.4%	-0.198	-0.348	0.225	0.673	-0.1%	0.2%	6.7	2.0	8.6
CCNC(=S)N/N=C/c1cccc(OCc2c(F)cccc2Cl)c1	-6.2%	·	·	-1.3	843	i	-3.3	3.4%	-0.026	-0.161	-0.116	-0.109	-2.7%	11.8%	4.4	3.4	7.2
CCC(=O)n1nc(-c2cccnc2)nc1NCc1ccc(OC)cc1	-4.3%	-0.01	1290	-0.4	1030	i	-5.1	-4.2%	0.757	-0.316	0.646	1.54	2.0%	0.5%	4.8	0.5	67.7
Cc1ccc(-n2c3nc(=O)[nH]c(=O)c-3cc3cc([N+](=O)[O-])ccc32)cc1	-4.8%	0.8	1291	3.7	1052	i	23.1	9.3%	-2.02	0.0123	-0.793	-0.235	-0.7%	-0.1%	11.8	4.3	26.5
COc1ccc(C2OC(=O)CC2C(=O)NC2CCCC(C)C2C)cc1OC (stereo unspecified)	-5.9%	0.07	683	2.4	1147	i	-1.1	2.8%	-1.93	-0.00222	-0.954	-0.199	3.2%	0.6%	1.1	1.3	2.7
Cc1ccc(-n2nnnc2SCC(=O)Nc2c(C)n(C)n(-c3ccccc3)c2=O)cc1	17.8%	0.29	1284	4.6	1150	i	-4.2	12.6%	-0.381	-0.265	-0.381	0.737	3.5%	0.2%	2.3	1.8	8.6
Cc1ccc(C)c(N2CCN(C(=O)c3ccc4nc(-c5ccco5)c(-c5ccco5)nc4c3)CC2)c1	4.2%	-1.08	841	0.9	1318	i	6.4	8.2%	-1.02	-0.0442	-0.289	0.0233	-0.2%	-0.3%	3.4	1.9	4.0
CC1CCN(C(=O)CCCC(=O)O)CC1	2.5%	·	·	-1.0	1001	i	-5.5	1.5%	-0.719	-0.281	-0.789	1.29	-0.2%	3.6%	1.5	2.3	3.4
O=C(NCc1ccccc1Cl)C1CCN(S(=O)(=O)c2ccc(F)cc2)CC1	9.6%	·	·	-1.1	968	i	-15.1	3.4%	-0.2	-0.141	0.114	0.684	1.9%	0.5%	3.2	1.7	2.8
COc1ccc(CN2CCNC(=O)C2CC(=O)N(C)Cc2ccon2)c(OC)c1 (stereo unspecified)	8.2%	0.82	1413	0.3	1057	i	-0.8	9.7%	-0.975	-0.321	-0.68	1.62	0.1%	1.2%	2.4	1.4	8.0
O=C(CSCc1ccccc1)Nc1ccc(Cl)cn1	6.2%	1	797	0.0	1132	i	-0.8	1.5%	-0.874	-0.245	-0.225	1.19	-0.8%	0.6%	3.6	2.3	3.8
